# AMA1 RON2 block: inhibitors of Plasmodium falciparum AMA1-RON2 interaction; AlphaScreen AMA1-biotinylated RON2 peptide binding; Potency, µM (highest dose often 58.2 µM), inactives show at the highest dose activity change, negative = inhibition, usual class: inhibitors; 360,000 tested, 0.2% active; AID 720542;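 also: potency is read from the fitted curve at half-maximal effect; 0% = vehicle wells and -100% = peptide control; nearly all actives have a fitted effect of over 45% in size; some results filed as inactive show a strong effect at the top dose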
#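 AMA1 (3D7) with his tag at 25 nM final met compounds first, then biotinylated RON2 peptide at 25 nM; detection used donor plus acceptor beads, 10 µg/mL apiece, read by AlphaScreen after 30 min at room temperature.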
# AmpC inh no detg: AmpC beta-lactamase inhibition without detergent; AmpC nitrocefin hydrolysis, absorbance 480 nm, 0.0001% Triton; Potency, µM (doses to about 57.1 µM), for the others: at the highest dose activity change, negative = inhibition, most hits filed as inhibitors; 330,000 tested, 0.52% active;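 also: potency is read from the fitted curve at half-maximal effect; plate controls were no compound for no effect and no enzyme for full effect; nearly all actives have a fitted effect of over 20% in size; some results filed as inactive show a strong effect at the top dose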
# Target sequence (P00811 whole entry, looked up): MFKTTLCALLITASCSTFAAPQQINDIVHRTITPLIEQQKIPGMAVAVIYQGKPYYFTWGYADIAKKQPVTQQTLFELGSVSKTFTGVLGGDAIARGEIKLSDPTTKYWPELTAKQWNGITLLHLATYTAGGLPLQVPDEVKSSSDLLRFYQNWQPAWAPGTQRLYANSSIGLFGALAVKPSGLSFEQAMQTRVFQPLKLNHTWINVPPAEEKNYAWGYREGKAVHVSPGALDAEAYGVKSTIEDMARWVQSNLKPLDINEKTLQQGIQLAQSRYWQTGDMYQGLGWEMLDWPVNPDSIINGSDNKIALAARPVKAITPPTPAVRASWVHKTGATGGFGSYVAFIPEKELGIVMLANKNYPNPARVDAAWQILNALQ
#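 AmpC (5.3 nM in the dispensed reagent) in 20 mM phosphate pH 7.0 with 0.01% (detergent screen) or 0.0001% Triton X-100 was preincubated with compounds for 15 min at room temperature. Nitrocefin was then added from an 800 uM solution, and hydrolysis was followed at 480 nm.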
# AmpC inh detg: blocks E. coli AmpC beta-lactamase in detergent assay; Potency, µM (highest dose often 114 µM), inactives show top-dose activity change, negative = inhibition, usual class: inhibitors; AmpC hydrolysis of nitrocefin, absorbance 480 nm, 0.01% Triton; 370,000 tested, 0.041% active; P00811;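 also: potency is read from the fitted curve at half-maximal effect; 0% = no-compound wells and -100% = no-enzyme wells; nearly all actives have a fitted effect of over 25% in size; some results filed as inactive show a strong effect at the top dose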
#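 20 mM phosphate pH 7.0 + 0.01% (detergent screen) or 0.0001% Triton X-100; 5.3 nM AmpC reagent; cpd preinc 15 min RT; nitrocefin (800 uM stock) to start; A480 q20 s × 4 min; Activity was normalised to no-enzyme and no-compound control wells.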
# HCMV inh: human cytomegalovirus inhibition; HFF cells, HCMV-luciferase reporter, 72 h; active compounds read low; activity change, negative = inhibition, % at 57.5 µM; 410,000 tested, 4.5% active; AID 1259415; in the data active = activity change below about -60%; inconclusive = no clear call, values can overlap the other calls; inactive = above about -39%
#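 Compounds were evaluated in HFFs infected with an HCMV luciferase reporter virus (MOI 1 PFU/cell). Luciferase in lysates collected 72 h post infection served as the replication measure.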
# LmPK inhibitor: inhibitors of Leishmania mexicana pyruvate kinase; Q27686; purified LmPK, Kinase-Glo ATP luminescence, 1 h; Potency, µM (highest dose often 57.5 µM), for the others: at the highest dose activity change, negative = inhibition, actives largely listed as inhibitors; 290,000 tested, 0.37% active; also: potency is read from the fitted curve at half-maximal effect
# Target sequence (Q27686 whole entry, looked up): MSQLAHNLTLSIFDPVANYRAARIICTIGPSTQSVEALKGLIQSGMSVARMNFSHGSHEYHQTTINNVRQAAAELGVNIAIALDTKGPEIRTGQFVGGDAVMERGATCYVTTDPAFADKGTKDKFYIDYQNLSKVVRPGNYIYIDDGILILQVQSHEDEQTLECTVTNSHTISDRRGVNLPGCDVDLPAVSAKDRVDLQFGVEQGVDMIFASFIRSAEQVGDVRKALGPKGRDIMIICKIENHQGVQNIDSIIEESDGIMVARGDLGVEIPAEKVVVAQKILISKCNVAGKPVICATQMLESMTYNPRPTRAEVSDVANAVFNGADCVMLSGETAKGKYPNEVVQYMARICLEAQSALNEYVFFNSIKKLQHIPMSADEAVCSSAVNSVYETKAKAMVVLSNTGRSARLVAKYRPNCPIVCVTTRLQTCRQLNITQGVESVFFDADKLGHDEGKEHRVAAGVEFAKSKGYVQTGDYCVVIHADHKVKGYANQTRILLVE
#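 qHTS format; LmPK 0.1 nM; substrates PEP 0.5 mM and ADP 0.1 mM. One-hour room-temperature incubation, then coupled luciferase luminescence; 0.5 nM enzyme wells mark activation.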
# Sm TGR inh: inhibitors of Schistosoma mansoni thioredoxin glutathione reductase; purified TGR, DTNB reduction, TNB absorbance 405 nm; Q962Y6; Potency, µM (doses to about 114 µM), for inactives: at the highest dose activity change, negative = inhibition, usual class: inhibitors; 360,000 tested, 3% active; also: potency is read from the fitted curve at half-maximal effect; nearly all actives have a fitted effect of over 60% in size
#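 TGR 20 nM + NADPH 100 uM (dispensed conc.), cpd preinc 15 min RT; start with NADPH (500 uM addition) then DTNB (15 mM addition). Kinetic TNB absorbance, 405 nm filter. Four-parameter Hill fit across titration.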
# TbPYK inhibitor: inhibitors of Trypanosoma brucei pyruvate kinase; Potency, µM (titrated, usually from 76.8 µM), for the others: top-dose activity, negative = inhibition, most hits filed as inhibitors; AID 624173; TbPYK enzyme, Kinase-Glo Plus ATP luminescence, 45 min; 410,000 tested, 0.12% active; also: potency is read from the fitted curve at half-maximal effect; nearly all actives have a fitted effect of over 50% in size
#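 Luminescent Kinase-Glo Plus end-point after 45 min room-temperature reaction of T. brucei pyruvate kinase started with 130 uM ADP (final). Buffer TEA 50 mM pH 7.2 with KCl, MgCl2, BSA, Tween-20; titration-based qHTS with fitted concentration-effect curves.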
# Starred values were filed as active, the others as inactive; ? = inconclusive; · = no result given; & = joins results of further samples; [ ] = dose if it differs, or a comment. Unless noted, calls follow the shape of the dose curve; as a rule, active = well fitted curve in the direction sought with a large enough effect; inconclusive = small, poorly fitted or top-dose-only effect, or another doubt; inactive = no such curve, though single readings can be large; an effect the other way counts as inactive or inconclusive. Unless noted, % is scaled to controls: 0 for no effect and ±100 for the full control effect.
# Values run as follows: AMA1 RON2 block, AmpC inh no detg, AmpC inh detg, HCMV inh, LmPK inhibitor, Sm TGR inh, TbPYK inhibitor
- CCOc1ccc(C2C3=C(CCCC3=O)OC(N)=C2[N+](=O)[O-])cc1 (stereo unspecified)
→ 21%, -15%, -4%, 46, 3%, -9%, -14%
- Cc1onc(-c2c(F)cccc2Cl)c1C(=O)N(C)CC(=O)Nc1cccc(F)c1
→ 4%, 16%, ?, -16, ·, 1%, -5%
- O=C1NC(=O)/C(=C/c2cccc(O)c2)N1
→ -6%, -8%, 1%, -8, -6%, -17%, 7%
- CSCC(C)N1CCC(CO)(CCc2ccccc2)CC1 (stereo unspecified)
→ 33%[activator], 35%, 1%, -21, 1%, -1%, 4%
- O=C(CN(c1ccc(F)cc1)S(=O)(=O)c1ccccc1)NC1CCCCCC1
→ 7%, -10%, 3%, -23, -4%, 0%, -7%
- COc1ccc(OCCSc2nnc(C(C)NC(=O)c3ccccc3F)n2C)cc1 (stereo unspecified)
→ 3%, 19%, 0%, -4, -5%, 3%, 0%
- O=CN1CCN(C(=O)c2cccc([N+](=O)[O-])c2)CC1
→ -1%, -3%, -13%, 4, 2%, -6%, -1%
- CNC(=O)c1cn(-c2ccc(Cl)cc2)c(=O)c2ccccc12
→ -13%, -23%, 3%, -6, 14%, 12%, 3%
- COCCNC(=O)COC(=O)c1nsc(Cl)c1Cl
→ 15%, -10%, 7%, -40, -2%, 13%, 1%
- Cc1cccc(NC(=O)CSCC(=O)Nc2ccc(S(=O)(=O)N3CCOCC3)cc2)c1
→ -15%, -28%, -13%, -31, ·, -5%, -9%
- CCOC(=O)c1ccc(S(=O)(=O)NNC(=O)c2cccc(N(C)C)c2)cc1
→ -4%, -25%, -5%, 42, -3%, 4%, 3%
- Cn1c(NCc2cccc(Br)c2)nc2ccccc21
→ 1%, -35%, -1%, 71, 0%, 4%, 1%
- COCCCn1c(Cc2csc(Nc3cccc(Cl)c3)n2)nnc1SCC(=O)OC
→ 50%[activator], 84%[activator], -13%, -6, 11%, -19%, -7%
- NC(=O)c1ccccc1OCCOc1ccc(Br)cc1
→ -1%, 2%, 1%, ?, -2%, -12%, 6%
- CCCCC(=O)Nc1ccc(NC(=O)CC)cc1OC
→ 11%, 4%, ?, 45, -5%, 0%, -2%
- COc1ccc2[nH]c(=O)c(CN(CC3CCCO3)C(=S)Nc3ccc(C)cc3)cc2c1 (stereo unspecified)
→ 0%, -5%, -3%, 25, -7%, 13%, -10%
- COc1c(N2CCN(C(=S)Nc3ccccc3)C(C)C2)c(F)cc2c(=O)c(C(=O)O)cn(C3CC3)c12 (stereo unspecified)
→ ·, -17%, 1%, ·, -5%, -14%, ·
- O=C(Nc1nnc(S(=O)(=O)N2CCCCCC2)s1)c1ccccc1Br
→ -10%, -33%, 19%, 89&-4, 2%, -3%&0%, 0%&-1%
- O=C(c1cc2ccccc2oc1=O)N1CCN(Cc2ccc3c(c2)OCO3)CC1
→ 5%, -2%, -11%, -36, 3%, ?, 4%
- Fc1cccc(F)c1-n1c(CN2CCOCC2)csc1=S
→ -1%, -6%, 5%, 2, -1%, -1%, 0%
- CC1CCN(S(=O)(=O)c2ccc3c(c2)oc(=O)n3CC(=O)N2c3ccccc3CC2C)CC1 (stereo unspecified)
→ 0%, -11%, -14%, 42, -2%, 0%, -3%
- CC(=O)Nc1ccc(S(=O)(=O)NCCC(=O)NCc2ccncc2)cc1
→ 0%, -23%, -18%, -21, ·, 0%, 0%
- CN(CC(=O)Nc1cccc(F)c1)C(=O)c1ccc(NC2CC2)c([N+](=O)[O-])c1
→ -7%, -25%, -19%, -20, ·, -1%, 3%
- O=c1c2cnn(-c3ccc(F)cc3)c2ncn1Cc1cccc(Cl)c1
→ ·, ·, 18%, -1, ·, 2%, -8%
- Oc1oc(-c2ccc(Br)cc2)nc1/C=N/c1ccccn1
→ 3%, -13%, -12%, 51, -2%, -6%, -2%
- COc1cc(/C=N/N=C2/NC(=O)C(c3ccccc3)S2)ccc1O (stereo unspecified)
→ 25%, -41%, 0%, -65*, 0%, -9%, -5%
- Cc1ccc(NC(=O)CCc2nnc3ccc(N4CCC5(CC4)OCCO5)nn23)cc1F
→ 6%, 119%[activator], ?, -39, 1%, -18%, -1%
- O=[N+]([O-])c1cccc(C(O)C23CN4CN(CN(C4)C2)C3)c1 (stereo unspecified)
→ -4%, -2%, 0%, -2, 2%, 8%, -6%
- CCc1ccc(NC(=O)c2noc(C(C)C)c2[N+](=O)[O-])cc1
→ 28%, -40%, -4%, ?, -3%, ?, -8%
- COC(=O)c1sccc1NC(=S)N1CCN(c2ccc(F)cc2)CC1
→ -32%, -23%, -14%, -10, 1%, -1%, 2%
- CC(C)(CNC(=O)CNC(=O)c1ccc(Cl)cc1Cl)N1CCOCC1
→ 13%, 2%, ?, -11, ·, 5%, 2%
- Cc1ccc(C(=O)NCC(=O)NNC(=O)CN(C)S(=O)(=O)c2ccc(Cl)cc2)s1
→ 110%[activator], -16%, -18%, -29, ·, -2%, -3%
- CCN(CC(=O)Nc1c(F)cccc1F)C(=O)COc1cccc2c1OC(C)(C)C2
→ 3%, -21%, -7%, -5, ·, 0%, -3%
- CNC(=O)C[C@H]1C(=O)N(CCc2ccccc2)C[C@@H]1c1ccc(OC)cc1
→ 2%, ·, ·, -2, ·, ·, 0%
- CCCCNC(=O)C[C@@H]1C[C@@]2(C(=O)OCC)CCC=C2N(Cc2ccc3c(c2)OCO3)C1=O
→ -7%, ·, ·, -8, ·, ·, -5%
- CSCCc1nc(SCC(=O)Nc2nnc(C)s2)[nH]c1C
→ -2%, ·, -3%, 36, -1%, ?, -1%
- N#Cc1ccsc1NC(=O)CSc1nnnn1-c1ccc(O)cc1
→ 5%, -48%, 2%, 33, 3%, -23%, -5%
- Cc1cc(C)n(-c2nc3ccccc3nc2N2CCN(c3cccc(C(F)(F)F)c3)CC2)n1
→ ·, ·, 17%, 6, ·, 6%, 2%
- CC(C)c1ccc(S(=O)(=O)N2CCN(C(=O)CN3C(=O)NC4(CCCCC4)C3=O)CC2)cc1
→ 9%, 35%, -17%, -11, ·, 2%, 4%
- CC1CCCN(C(=O)Cc2ccc(F)cc2)C1 (stereo unspecified)
→ -1%, -3%, -9%, -32, 1%, 0%, 1%
- Cc1ccc(C(=O)/C=C/Nc2ccc(S(=O)(=O)Nc3onc(C)c3C)cc2)cc1
→ 14%[2.32 µM], -22%, -5%, 15, 4%, -29%, -4%
- Cc1cc(NC(=O)CCC(=O)N(CC(=O)NC2CCCC2)c2ccc(Cl)cc2)no1
→ 5%, 64%[activator], 2%, 2, -3%, 24%, -10%
- O=C(N1CCOCC1)N1CCN(c2ccccc2F)CC1
→ 36%[activator], -3%, ?, 10, 7%, 0%, -4%
- COCCCN1CCN(c2nnc3n2-c2sc(Br)cc2C(c2ccccc2Cl)=NC3)CC1
→ -6%, 9%, -8%, 16, 0%, 11%, 2%
- COC(=O)c1ccc([C@@H]2Nc3c(cccc3C(F)(F)F)[C@@H]3C=CC[C@@H]32)cc1
→ ·, ·, 9%, -18, ·, 2%, -3%
- Cc1cc(C)c2c(Cn3ccnc3)cc(=O)oc2c1
→ 0%, 5%, -12%, -20, -4%, -5%, 2%
- Cc1cccc(C)c1NC(=O)CSc1nnc(CCCCCNC(=O)OC(C)(C)C)o1
→ 40%[activator], 40%, -10%, 31, 2%, -1%, 1%
- CCOc1cc([C@H]2[C@@H]3CCCC[C@]3(O)CCN2CC(=O)NCc2ccco2)ccc1O
→ -18%, 97%[activator], ?, -10, 0%, -21%, 5%
- CNC(=O)c1nc(C)c(C2(C)CC(c3ccccc3)=NO2)s1 (stereo unspecified)
→ -5%, 0%, 4%, -30, 0%, 10%, 6%
- COc1ccccc1C(O)P(=O)(OC1CCCCC1)OC1CCCCC1 (stereo unspecified)
→ -1%, 64%[activator], -7%, -12, 1%, -20%, 2%
- Cc1ccccc1-c1ccc(Nc2ccc(C(=O)N3CCOCC3)cc2)nn1
→ -6%, 4%, 3%, 20, 2%, 2%, -7%
- COc1cc(C2SCC(=O)N2c2c(C)n(C)n(-c3ccccc3)c2=O)ccc1O (stereo unspecified)
→ -11%, -10%, 8%, ?, 14%, 4%, 0%

# Molecules listed so far that have a Cl atom (9):
# Values run as follows: AMA1 RON2 block, AmpC inh no detg, AmpC inh detg, HCMV inh, LmPK inhibitor, Sm TGR inh, TbPYK inhibitor
- Cc1onc(-c2c(F)cccc2Cl)c1C(=O)N(C)CC(=O)Nc1cccc(F)c1
→ 4%, 16%, ?, -16, ·, 1%, -5%
- CNC(=O)c1cn(-c2ccc(Cl)cc2)c(=O)c2ccccc12
→ -13%, -23%, 3%, -6, 14%, 12%, 3%
- COCCNC(=O)COC(=O)c1nsc(Cl)c1Cl
→ 15%, -10%, 7%, -40, -2%, 13%, 1%
- COCCCn1c(Cc2csc(Nc3cccc(Cl)c3)n2)nnc1SCC(=O)OC
→ 50%[activator], 84%[activator], -13%, -6, 11%, -19%, -7%
- O=c1c2cnn(-c3ccc(F)cc3)c2ncn1Cc1cccc(Cl)c1
→ ·, ·, 18%, -1, ·, 2%, -8%
- CC(C)(CNC(=O)CNC(=O)c1ccc(Cl)cc1Cl)N1CCOCC1
→ 13%, 2%, ?, -11, ·, 5%, 2%
- Cc1ccc(C(=O)NCC(=O)NNC(=O)CN(C)S(=O)(=O)c2ccc(Cl)cc2)s1
→ 110%[activator], -16%, -18%, -29, ·, -2%, -3%
- Cc1cc(NC(=O)CCC(=O)N(CC(=O)NC2CCCC2)c2ccc(Cl)cc2)no1
→ 5%, 64%[activator], 2%, 2, -3%, 24%, -10%
- COCCCN1CCN(c2nnc3n2-c2sc(Br)cc2C(c2ccccc2Cl)=NC3)CC1
→ -6%, 9%, -8%, 16, 0%, 11%, 2%

# High-throughput results deposited in PubChem by National Center for Advancing Translational Sciences (NCATS).
